ADAM10 inh = ADAM10 inhibition, QFRET primary screen | AID 720582 | inhibition, % at 7 µM | 370,000 tested, 0.62% active | recombinant ADAM10, EDANS/DABCYL FRET peptide cleavage, 3 h;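 active = inhibition above a per-campaign cutoff equal to the mean of compounds falling between control-based bounds plus 3 SD, cut at about 20% in these data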;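 note: 0% = DMSO wells while the 100% control is not disclosed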
hgDAF-12 ag = activates the H. glycines DAF-12 receptor ligand-binding domain. HEK293 GAL4-hgDAF12 UAS-luciferase reporter, agonist luminescence; normalized to butyrate control. activation, % at 6.8 µM. 370,000 tested, 1.8% active;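 active = activation above a cutoff set at the mean of all screened compounds plus 3 SD, cut at about 10% in these data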;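 note: 0% = DMSO wells and 100% = sodium butyrate wells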
GC-A act = GC-A (human) enzyme activation. P16066. HEK293 GC-A cells, cGMP TR-FRET, EC30 ANP; 0% at EC30 ANP, 100% saturating ANP. activation, % at 10 µM. 370,000 tested, 0.14% active. AID 1671463; in the data active = activation above about 40%
Target sequence (P16066 whole entry, looked up): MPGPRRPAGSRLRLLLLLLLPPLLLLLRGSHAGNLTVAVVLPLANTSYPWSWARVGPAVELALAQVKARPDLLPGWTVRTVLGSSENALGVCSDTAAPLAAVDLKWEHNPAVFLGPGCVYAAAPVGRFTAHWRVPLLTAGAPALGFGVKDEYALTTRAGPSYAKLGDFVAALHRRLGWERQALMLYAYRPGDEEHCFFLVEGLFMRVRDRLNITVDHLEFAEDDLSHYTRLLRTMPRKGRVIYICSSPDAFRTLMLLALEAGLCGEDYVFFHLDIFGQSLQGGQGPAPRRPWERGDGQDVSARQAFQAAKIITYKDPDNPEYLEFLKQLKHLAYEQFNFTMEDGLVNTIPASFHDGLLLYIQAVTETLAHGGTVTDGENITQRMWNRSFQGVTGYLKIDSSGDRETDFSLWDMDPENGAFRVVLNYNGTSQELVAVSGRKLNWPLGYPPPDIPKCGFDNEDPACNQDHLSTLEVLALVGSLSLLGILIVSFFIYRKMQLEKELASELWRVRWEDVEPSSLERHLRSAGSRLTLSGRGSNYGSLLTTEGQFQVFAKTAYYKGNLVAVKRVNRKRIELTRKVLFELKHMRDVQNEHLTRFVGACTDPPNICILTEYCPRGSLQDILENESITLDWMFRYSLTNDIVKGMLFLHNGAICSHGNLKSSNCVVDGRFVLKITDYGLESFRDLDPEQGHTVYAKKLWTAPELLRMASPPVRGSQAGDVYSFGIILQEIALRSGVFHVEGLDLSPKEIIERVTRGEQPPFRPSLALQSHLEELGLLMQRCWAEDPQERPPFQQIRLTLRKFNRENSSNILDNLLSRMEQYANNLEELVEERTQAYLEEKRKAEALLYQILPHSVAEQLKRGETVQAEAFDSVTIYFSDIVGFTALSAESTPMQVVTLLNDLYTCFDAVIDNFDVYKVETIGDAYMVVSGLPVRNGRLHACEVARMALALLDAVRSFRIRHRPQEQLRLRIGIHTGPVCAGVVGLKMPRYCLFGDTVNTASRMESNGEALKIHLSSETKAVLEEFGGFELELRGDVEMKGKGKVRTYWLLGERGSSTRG
DAX1 inh-1 = inhibitors of human orphan nuclear receptor DAX1 (NR0B1); P51843; HEK293 Gal4-DAX1 luciferase reporter, luminescence; inhibition, % at 6.75 µM; 340,000 tested, 0.99% active; AID 504766;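 active = inhibition above the mean over all tested compounds plus 3 SD, cut at about 4.2% in these data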;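 note: 0% = DAX1-transfected cells with DMSO and 100% = empty-vector control cells with DMSO; inhibition shows as a rise in luminescence from relieved DAX1 repression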
FXN GAA850 act = activators of GAA850 frataxin (FXN) promoter; HEK293 lucGAA850 FXN promoter luciferase reporter, 24 h; percent of 10 µM SAHA response; activation, % at 6 µM; 360,000 tested, 0.56% active; AID 540364;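 active = activation above the average of all compounds screened plus 3 SD, cutoff fixed separately per campaign, cut at about 7.5% in these data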;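 note: 0% = DMSO wells and 100% = 10 µM SAHA wells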
SMARCA2 activ = activators of SMARCA2 function; activation, % at 9.1 µM; AID 652017; MG213 cells, MMTV-luciferase reporter, dexamethasone, overnight; 370,000 tested, 1% active; in the data active = activation above about 7.8%;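 note: 0% = vehicle wells and 100% = reference activator wells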
NPR2 activator = GC-B (human) receptor activation; P20594; HEK293-GC-B cells, CNP EC30, cGMP TR-FRET; 0% at EC30 CNP, 100% saturating CNP; activation, % at 10 µM; 370,000 tested, 0.11% active; AID 1920062;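 active = activation at 10 µM reaching about 35% in either raw or pattern-adjusted values, limit read from the data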
ssDAF12 agonist = activates DAF-12 receptor from parasite S. stercoralis. HEK293 ssDAF-12/GRIP1 lit1-tk-luc reporter, luminescence; % of 3 µM dafachronic acid response. activation, % at 6.8 µM. 370,000 tested, 1% active;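 active = activation above the mean over all tested compounds plus 3 SD, cut at about 0.9% in these data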;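 note: 0% = DMSO-only wells and 100% = 3 µM delta7-dafachronic acid wells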
hcDAF-12 act = activates DAF-12 receptor from parasite H. contortus; HEK293 hcDAF-12 lit1-tk-luc reporter, luminescence; 0% DMSO, 100% Δ7-dafachronic acid; activation, % at 6.8 µM; 370,000 tested, 1.4% active;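 active = activation above the mean of all tested compounds plus 3 SD, cut at about 5.5% in these data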;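 note: 100% = response to 3 µM Δ7-dafachronic acid high control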
DAX1 inh-2 = blocks DAX1 repression of SF-1 activated StAR promoter; HEK293T StAR-luciferase reporter, SF-1/DAX-1 repression relief; inhibition, % at 6.8 µM; 370,000 tested, 1.1% active; AID 652010;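 active = inhibition above the mean over all tested compounds plus 3 SD, cut at about 3.6% in these data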;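 note: 0% = DAX-1 cells with DMSO and 100% = cells lacking DAX-1 with DMSO; higher inhibition means more luminescence from relief of DAX-1 repression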
HGIII-sPLA2 inh = Inhibits HGIII-sPLA2 liposome hydrolysis, primary screen; QFRET BODIPY PC-A2 liposome hydrolysis, fluorescence; inhibition, % at 12.2 µM; 370,000 tested, 0.56% active; AID 743126;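 active = inhibition above mean plus 3 SD of compounds lying within the high and low control bounds, cut at about 19% in these data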;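 note: 0% = median of test compound wells and 100% = no enzyme DMSO wells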
An asterisk follows results filed as active; · = not tested or not shown.

SMILES	ADAM10 inh	hgDAF-12 ag	GC-A act	DAX1 inh-1	FXN GAA850 act	SMARCA2 activ	NPR2 activator	ssDAF12 agonist	hcDAF-12 act	DAX1 inh-2	HGIII-sPLA2 inh
Cc1nnc(C)n1/N=C/c1cc2ccccc2nc1Cl	-14	0.7	5	0.7	0.3	-2	1	-0.9	5.1	-0.2	2
O=C(CCc1ccccc1)NCC(=O)N/N=C/c1ccc2c(c1)OCO2	-8	1.6	2	-0.5	0.3	3	-3	-0.8	0.8	-0.3	-2
Cc1nnc(SC(C)C(=O)c2c[nH]c3ccccc23)n1C1CC1 (stereo not given)	-12	-2.3	2	0.7	-0.6	-2	2	-0.5	1.1	-1.4	-3
CN(C)S(=O)(=O)c1cccc(NC(=O)Cc2ccsc2)c1	9	0.8	-6	-0.9	-1.3	-2	-2	-1.1	-1.4	0.3	-5
Cc1ccc(C(=O)Nc2nc(C(C)(C)C)cs2)s1	3	7.5	-7	0.2	-1.0	1	-13	-1.5	2.0	0.3	0
O=C(CSc1nc(N2CCOCC2)nc(N2CCOCC2)n1)Nc1ccc(Cl)cc1Cl	0	0.1	-19	-0.8	-0.5	0	-15	-1.0	-1.9	-1.1	1
Cc1nc(CS(=O)(=O)c2ccc(Cl)cc2)sc1C(=O)O	-4	-2.2	2	0.8	1.1	-1	1	-1.2	0.7	-0.3	0
CCc1ccc(C(O)c2ncc(-c3ccc(C)cc3)[nH]2)cc1 (stereo not given)	-12	6.5	-1	·	0.3	-2	2	-1.3	-0.6	-0.2	-7
CC(C)(C)N(CC(=O)NC1CCCCC1)C(=O)CS(=O)CC(=O)Nc1ccc(F)cc1 (stereo not given)	0	-0.9	0	2.5	-0.8	-1	-1	-1.4	-0.1	-0.2	0
CC1(C)CNC(=O)c2sc(NC(=O)CN3CCOCC3)nc2C1	3	-1.2	-1	-1.1	0.0	2	0	-0.7	-1.7	0.3	0
CC(C)C#Cc1ccc2c(c1)O[C@@H](CN(C)S(=O)(=O)c1cn(C)cn1)[C@@H](C)CN([C@H](C)CO)S2(=O)=O	0	7.4	1	0.5	0.5	-1	6	-1.3	-1.7	-1.0	-21
COc1ccc(NS(=O)(=O)c2cc(NC(=O)/C=C/c3cc(OC)ccc3OC)ccc2N2CCCCC2)cc1	-4	-3.5	-2	1.4	-0.5	-3	-2	-1.8	0.8	0.2	8
COCCCNCCCOc1ccc(Cl)cc1Br	6	0.0	-4	-0.6	-1.3	4	-7	-0.5	-0.7	0.7	0
CCOC(=O)C1(Cc2ccccc2C)CCCN(Cc2cn(C)nc2C)C1 (stereo not given)	-7	-2.5	-6	6.1*	0.7	-2	-4	-0.6	0.9	0.6	1
COc1ccc(C)cc1NC(=O)CN1C(=O)c2ccccc2S1(=O)=O	-13	-1.4	-4	0.0	2.0	1	0	-1.1	0.5	-0.5	6
O=C(NCc1cccc(F)c1)c1ccc2nc(N3CCOCC3)sc2c1	-13	-1.0	17	-1.1	2.3	0	6	-0.5	-3.0	-0.5	9
O=C(Nc1ccccc1)NC1CS(=O)(=O)CC1O (stereo not given)	-8	-0.7	6	-0.3	-4.0	-3	-1	-1.2	-0.4	-0.2	7
O=[N+]([O-])c1ccccc1S(=O)(=O)Nc1cccc2cccnc12	8	-10	0	·	·	-8	9	-1.5	-3.8	-6.5	7
Cn1ncc(Cl)c1C(=O)N1CCN(c2ccc(Cl)c(Cl)c2)CC1	4	0.8	-1	-0.7	2.1	-2	-1	-1.4	-0.7	-1.4	-8
COc1ccc(/C=C2\C(=O)NC(=O)c3ccccc32)cc1OC	-29	-3.0	6	1.0	3.0	-3	-4	-1.3	-0.8	-1.3	18
COc1ccc2c(c1)N=C(c1[nH]c3ccccc3c1CCN1C(=O)c3ccccc3C1=O)[C@]2(O)CCN1C(=O)c2ccccc2C1=O	-5	-4.4	-7	·	·	·	2	-1.6	-1.3	·	-2
CCCCN1C(=O)CCC(C(=O)O)C1c1ccccc1 (stereo not given)	0	1.1	-1	0.4	2.5	3	1	-0.8	-1.7	-0.6	7
COc1cc2c(OC(C)=O)c3c(c(-c4ccc5c(c4)OCO5)c2cc1OC)C(=O)OC3	-39	-6.5	15	0.9	1.1	-1	19	-0.6	-1.0	0.6	17
CN1CCN(NC(=O)Nc2cccc(F)c2)CC1	-6	0.8	3	0.4	3.7	0	4	-1.4	-0.4	1.6	-5
Cc1ccc([N+](=O)[O-])c(C(=O)N/N=C/c2cccnc2)c1	-2	-1.2	0	2.8	-0.3	0	4	-1.1	-0.7	-0.5	-4
CN(C)C(=O)c1cc(F)ccc1Sc1cc(Cl)ccc1Cl	0	-1.1	-5	0.4	1.9	1	4	-0.9	-1.4	-0.1	6
O=C(O)Cc1ccc(Nc2cnn(C34CC5CC(CC(CC(=O)O)(C5)C3)C4)c(=O)c2Cl)cc1	7	-3.8	3	2.6	0.6	-2	-1	-2.4	0.6	-0.4	6
CC(C)c1cc(C(=O)NCCc2ccccc2)no1	-2	5.6	4	7.4*	6.6	2	0	0.9	4.5	2.9	2
Cc1ccc(C(=O)NNC(=O)Cc2nc3nc(C)cc(C)n3n2)cc1	6	4.2	5	1.4	0.9	-3	-6	-1.3	0.1	0.2	2
O=C1CC(N2CCN(S(=O)(=O)c3ccccc3)CC2)C(=O)N1c1ccccc1 (stereo not given)	-4	-2.4	1	4.0	2.0	-1	4	-1.5	-0.7	0.5	0
Cc1oc(-c2cc(F)ccc2F)nc1CN1CCC(C(=O)N2CCOCC2)CC1	0	-0.1	2	1.3	0.2	1	-5	-1.2	-2.9	-0.9	4
CC1c2cccn2CCN1S(=O)(=O)c1ccccc1 (stereo not given)	-20	-0.7	2	2.8	0.5	-3	6	-1.5	0.3	0.4	4
COC(=O)[C@H]1C2CCC(C(=O)OC)(CC2)[C@H]1C(=O)OC	0	0.1	4	0.4	-1.8	-8	4	-1.2	-1.3	0.2	7
CCN(CC(=O)NC1CC1)S(=O)(=O)c1ccccc1	8	-1.4	3	-0.4	0.8	0	2	-0.6	-1.9	0.8	6
COc1cc2c(cc1OC)CN(C(=O)c1ccc(-c3ccccc3)cc1)CC2	5	-1.7	-2	0.1	2.2	3	0	-1.1	-1.6	0.5	1
COc1cc2ccccc2cc1C(=O)N/N=C/c1cccs1	-56	2.1	-1	-1.6	-1.4	-1	9	0.4	1.7	-1.0	10
CCOC(=O)c1c(-c2ccc(C)cc2)csc1/N=C/N(C)C	0	-2.6	3	-2.1	1.8	-2	-2	-0.7	-1.2	-0.5	-4
CCOC(=O)CNC(=O)COc1coc(CN2CCN(c3ccccc3)CC2)cc1=O	-6	0.6	2	0.2	0.7	1	1	-1.5	-0.4	0.1	1
CC1CCc2c(C(=O)NCc3cccnc3)csc2C1 (stereo not given)	-2	3.5	-1	0.1	1.8	-2	-1	-1.2	-1.4	-0.4	12
CCOC(=O)c1ccc(-n2c(N)c(C(=O)NCC3CCCO3)sc2=S)cc1 (stereo not given)	6	-1.8	7	2.1	0.3	0	1	-1.8	0.6	-0.7	4
COC(=O)[C@]12C[C@H](CC(=O)N3CCCC3)C(=O)N(Cc3ccco3)C1=C[C@H](C1CCCC1)O[C@@H]2C	4	-1.1	-5	·	·	0	-1	-1.1	-2.1	-0.8	0
CCOC(=O)CSc1nnc(CNC(=O)c2ccc([N+](=O)[O-])cc2)n1C	-1	1.2	5	-0.3	2.2	1	1	-1.7	-0.8	0.6	2
CC(C)Cc1nnc(NC(=O)C2CSC3(C)CCC(=O)N23)s1 (stereo not given)	5	-0.4	1	0.7	0.7	-2	-2	-0.4	-0.4	1.2	-2
COC(=O)[C@@H](NC(=O)Nc1ccc(S(N)(=O)=O)cc1)C(C)C	5	0.6	5	0.9	0.6	-2	3	-1.1	-2.1	0.6	5
C=CCN(C(=O)[C@@H](C)[C@@H](O)c1ccc(Cl)cc1)c1ccccc1	5	2.4	-6	·	·	-2	-10	-1.2	-2.6	-0.8	2
CCCCc1ccc(NC(=O)CN2C(=O)C3CCCCC3C2=O)cc1 (stereo not given)	5	-1.3	2	1.0	2.6	1	2	-1.2	-1.2	0.3	-20
C=CCNC(=S)NNC(=O)C(CCC(C)C)CC(C)(C)O (stereo not given)	9	-2.1	3	-0.5	0.2	1	5	-1.6	-0.5	-0.1	15
N#Cc1ccc(/C=C2\CC3(OC(=O)c4ccc(Cl)cc4)CCCN2C3)cc1 (stereo not given)	7	0.1	-1	·	·	-4	-10	-0.7	-2.4	0.2	-6
Cc1cc(-n2c(C)cc(C(=O)CN3C(=O)NC4(CCCCC4)C3=O)c2C)no1	-9	-0.4	-4	0.8	-0.3	-3	-3	-1.3	-0.9	-0.1	8
CCc1nc2ccccc2c(=O)n1NCCc1ccccc1	1	-3.0	0	-0.6	1.7	-3	2	-0.9	-1.2	0.1	-3
Cc1ccc(CNc2oc(C)nc2C#N)cc1	2	0.7	0	-1.4	2.3	1	9	-1.2	-1.2	-0.8	7
COc1ccc2oc(C(=O)NCCC(C)C)c(C)c2c1	-46	9.2	0	1.8	3.5	2	-4	0.4	5.0	6.1*	1
CC(C)CC1(C(=O)NCc2cc(F)cc(C(F)(F)F)c2)C=CCN1C(=O)c1ccccc1 (stereo not given)	10	-0.9	-2	-0.1	-3.9	-1	0	-1.4	-0.1	0.2	2
Cc1cccnc1NC(=O)c1ccc(OCc2c(C)noc2C)cc1	-8	4.2	-2	-0.3	2.2	-1	-1	0.3	1.1	0.9	5
CCCCn1c(N)c(N(CC)C(=O)c2cc(S(=O)(=O)N3CCN(CC)CC3)ccc2Cl)c(=O)[nH]c1=O	-13	1.3	0	0.9	-0.8	-1	2	-0.5	0.5	-1.2	7
O=C(Nc1cccnc1Cl)c1cc(-c2ccccc2O)on1	-4	8.7	-3	1.0	3.8	4	6	-0.7	6.1*	1.3	-14
Brc1ccc(-c2csc(/N=C/N3CCOCC3)n2)cc1	7	4.8	-1	-1.2	-0.3	0	-4	-1.3	0.8	-0.1	-3
O=C(N[C@@H](Cc1ccccc1)C(=O)OCc1ccccc1)c1nc[nH]c1C(=O)NC1CCNCC1	1	-1.4	2	1.5	-0.5	0	-7	-1.1	-1.8	0.0	-5
CCOCCCNC(=S)N1CCCN(c2nc3cc(C)cc(C)c3cc2C#N)CC1	-23	0.3	-5	0.0	-1.2	0	-2	-2.2	-0.5	0.5	-1

Complete entries as entered above:
`CCN(CC(=O)NC1CC1)S(=O)(=O)c1ccccc1` across the screens: ADAM10 inh = 8; hgDAF-12 ag = -1.4; GC-A act = 3; DAX1 inh-1 = -0.4; FXN GAA850 act = 0.8; SMARCA2 activ = 0; NPR2 activator = 2; ssDAF12 agonist = -0.6; hcDAF-12 act = -1.9; DAX1 inh-2 = 0.8; HGIII-sPLA2 inh = 6
`COCCCNCCCOc1ccc(Cl)cc1Br` across the screens: ADAM10 inh = 6; hgDAF-12 ag = 0.0; GC-A act = -4; DAX1 inh-1 = -0.6; FXN GAA850 act = -1.3; SMARCA2 activ = 4; NPR2 activator = -7; ssDAF12 agonist = -0.5; hcDAF-12 act = -0.7; DAX1 inh-2 = 0.7; HGIII-sPLA2 inh = 0
